# Bioassay records deposited in PubChem by several laboratories.
# GDH-TPI counter – GDH-TPI coupled enzyme inhibition counter-screen; GDH-TPI coupled enzyme counterscreen, NADH absorbance; inhibition, % at 4.8 µM; 360,000 tested, 1.2% active; in the data active = inhibition above about 30%;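 note: 0% = DMSO wells and 100% = wells lacking the enzyme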
# Mtb FBA inh – inhibits M. tuberculosis FBA enzyme; P9WQA3; purified M. tuberculosis FBA, fluorescence read-out; inhibition, % at 1 µM; 360,000 tested, 2.3% active; in the data active = inhibition above about 27%;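 note: 0% = vehicle and 100% = reference inhibitor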
# Target sequence (P9WQA3 whole entry, looked up): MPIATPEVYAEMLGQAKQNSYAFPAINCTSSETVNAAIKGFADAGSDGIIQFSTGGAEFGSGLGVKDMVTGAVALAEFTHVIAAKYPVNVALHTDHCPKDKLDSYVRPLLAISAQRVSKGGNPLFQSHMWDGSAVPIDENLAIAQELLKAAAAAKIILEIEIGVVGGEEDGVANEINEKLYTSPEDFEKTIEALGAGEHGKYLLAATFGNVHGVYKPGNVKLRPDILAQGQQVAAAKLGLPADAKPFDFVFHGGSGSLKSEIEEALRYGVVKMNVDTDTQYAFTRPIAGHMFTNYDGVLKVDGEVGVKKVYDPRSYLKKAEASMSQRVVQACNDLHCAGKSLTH
# Vc quorum ag – quorum light induction in luxS cqsA deficient V. cholerae. V. cholerae BH1578 lux reporter, luminescence, 6 h. activation, % at 18.7 µM. 350,000 tested, 0.16% active; in the data active = activation mostly above about 9.7%, no sharp cut-off; note: not every result past the cut was called active; inactives centre near 0; reference of the scale not given here
# Yp Topo-I inh – Y. pestis Topo-I inhibition via cleavage products | 360,000 tested, 0.064% active | activity, % at 10 µM | Y. pestis Topo-I cleavage product accumulation, plate reader; in the data active = activity above about 50%, passing the limit was not always enough; note: inactives centre near 2
# PfHsp40 yeast – compounds rescuing yeast from Plasmodium falciparum HSP40 toxicity; AID 504582; 340,000 tested, 0.68% active; growth rescue, % at 12.5 µM; S. cerevisiae expressing PfHsp40, growth rescue, ATP luminescence; in the data active = growth rescue above about 28%, passing the limit was not always enough;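 note: yeast W303a lacking pdr1 and pdr3 grown in galactose medium; growth measured after three days at 30 °C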
# FadD28 binding – inhibitors of Mycobacterium tuberculosis FadD28 bisubstrate binding | FadD28 bisubstrate probe binding, fluorescence polarization | inhibition, % at 12.5 µM | 360,000 tested, 0.22% active | AID 588549; in the data active = inhibition above about 8.5%, passing the limit was not always enough
# Mtb BioA inh – BioA (M. tuberculosis) enzyme inhibition; 360,000 tested, 0.096% active; purified M. tuberculosis BioA enzyme, plate reader; inhibition, % at 9.99 µM; in the data active = inhibition above about 40%
# UGM FP inh – Mtb UDP-galactopyranose mutase inhibition; P9WIQ1; purified UGM, fluorescence polarization probe displacement; inhibition, % at 10 µM; 320,000 tested, 0.06% active; in the data active = inhibition above about 10%, passing the limit was not always enough
# Target sequence (P9WIQ1 whole entry, looked up): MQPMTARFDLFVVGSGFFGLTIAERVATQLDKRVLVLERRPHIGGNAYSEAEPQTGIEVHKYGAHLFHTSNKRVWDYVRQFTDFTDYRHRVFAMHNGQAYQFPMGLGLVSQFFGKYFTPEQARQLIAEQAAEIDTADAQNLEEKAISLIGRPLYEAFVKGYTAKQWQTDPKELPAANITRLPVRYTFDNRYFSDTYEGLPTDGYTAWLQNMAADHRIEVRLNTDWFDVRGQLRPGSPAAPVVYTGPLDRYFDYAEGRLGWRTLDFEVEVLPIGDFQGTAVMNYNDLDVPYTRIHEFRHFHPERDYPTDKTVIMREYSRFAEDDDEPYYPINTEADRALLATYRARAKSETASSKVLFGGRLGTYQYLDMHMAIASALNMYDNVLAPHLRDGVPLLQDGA
# TcdB inh – blocks C. difficile toxin B glycohydrolase activity | inhibition, % at 9.99 µM | 350,000 tested, 0.24% active | P18177 | TcdB glycohydrolase enzymatic assay, plate reader; in the data active = inhibition above about 10%
# Starred values were filed as active, the others as inactive; i = inactive; . = not tested or not shown; & = joins results of further samples.
SMILES,GDH-TPI counter,Mtb FBA inh,Vc quorum ag,Yp Topo-I inh,PfHsp40 yeast,FadD28 binding,Mtb BioA inh,UGM FP inh,TcdB inh
COc1ccc(NC(=O)c2ccc3[nH]c(=O)c(=O)[nH]c3c2)c(OC)c1,17.0,-3.3,i,-5.3,-0.9,-3.4,-1.7,-0.1,0.6
CC1(C)S[C@@H]2[C@H](NC(=O)COc3ccccc3)C(=O)N2C1C(=O)OCC1CCCCC1 (some centres not stated),0.0,-0.5,i,9.0,4.0,-0.6,-0.9,-3.8,-0.5
O=[N+]([O-])c1ccc(N2CCN(Cc3cccc([N+](=O)[O-])c3)CC2)cc1,13.0,-2.5,-0.3,-1.5,-1.0,0.1,2.4,0.1,1.9
COc1ccc(C2Nc3ccccc3C(=O)N2Cc2ccccc2)cc1Cn1nnc2ccccc21 (configuration not stated),9.3,16.9,-4.2,18.7,3.8,-0.2,0.8,0.9,1.2
NC(=O)C1=C[C@H](c2ccccc2)C[C@H](OCc2ccc(CO)cc2)O1,-5.1,-1.5,i,-6.2,-1.2,-3.9,3.1&-4.8,0.5,-0.9&-0.2
O=C1CSC(c2cccnc2)N1C1CCCCC1 (configuration not stated),1.9,-3.6,i,-11.7,-0.6,-1.7,-0.6,-0.7,.
O=C(CC1CCCCC1)NCc1ccc(F)cc1,6.3,5.2,i,-9.2,-1.1,0.1,1.1,-0.7,1.9
Cc1ccc(-c2nn(-c3ccccc3)cc2C=C2SC(=S)N(CCS(=O)(=O)O)C2=O)cc1,14.7,-2.0,-0.2,-0.3,.,-0.8,-1.9,.,-1.0
N/C(Cc1cccc2ccccc12)=N\OC(=O)c1ccc2c(c1)OCO2,-2.8,0.4,-0.4,0.3,1.3,-4.5,-0.4,2.1,2.2
CC1Sc2ccc(S(=O)(=O)N3CCC(C(=O)NCc4ccc(Cl)cc4)CC3)cc2NC1=O (configuration not stated),0.8,1.0,-0.5,28.1,-0.9,-3.0,0.8,-1.0,0.6
CCc1noc(C)c1C(=O)NCCN1C(=O)S/C(=C\c2ccccc2F)C1=O,30.5,-1.4,-0.4,4.2,.,-3.0,-1.1,.,-1.0
CCc1cc2c(NC3CCCC3)ncnc2s1,9.1,-0.5,i,-5.2,0.4,-1.9,8.3,0.0,3.1
CCCCNC(=O)CSc1ccc(S(=O)(=O)N2CCOCC2)cn1,-1.5,0.4,i,4.8,-0.2,-0.9,-2.0,5.1,1.8
O=C(CCCN1C(=O)/C(=C/c2ccccc2Cl)SC1=S)NCCCN1CCOCC1,7.1,-0.8,5.3,1.1,-0.4,-4.0,0.3,-1.6,0.5
CN1CCN(c2ccc(Cl)cc2NC(=O)c2ccc(S(=O)(=O)N(C)C)cc2)CC1,7.8,1.5,2.8,0.6,-1.2,-1.4,-0.9,0.5,.
CCOc1ccc(S(=O)(=O)N(C)c2ccc(OCC(=O)NCc3ccco3)cc2)cc1,2.6,-6.0,-10.0,19.9,3.3,-2.0,-0.3,0.5,.
CCOc1ccc(N(CC(=O)N2CCOCC2)S(=O)(=O)c2ccc(Cl)cc2)cc1,-1.5,21.4,-0.3,17.4,-1.7,0.2,1.6,1.0,-0.3
COc1ccc(-c2cc(C(=O)Nc3cc(Cl)ccc3OC)no2)cc1,1.0,3.9,i,-1.1,0.2,-0.8,0.5,1.6,0.8
N#CC(C#N)=NNc1ccc(-n2ccc(C(F)(F)F)n2)cc1,13.8,-2.0,-0.7,-7.7,186.0*,-2.7,3.5,1.8,-2.0
N#CC1=C(S)N(c2ccccc2)C(c2ccco2)NC1=O (configuration not stated),-0.3,1.6,-0.9,-0.6,-1.0,-0.6,.,1.9,0.8
O=C(CC[C@H]1O[C@@H](n2cnc3c(NC(=O)c4ccccc4)ncnc32)[C@H](O)[C@@H]1O)NCC(F)(F)F,.,-0.8,.,.,.,-2.8,3.5,.,0.4
COc1ccc(OC)c(C(=O)CC2OC(=O)c3ccccc32)c1 (configuration not stated),26.5,-9.3,15.6,-2.8,-0.3,-1.9,.,0.2,.
C/C(=C\c1ccc2c(c1)OCO2)C(=O)c1c(C)cc(C)[nH]c1=O,25.0,0.7,-0.4,-6.5,-0.9,-0.8,.,-0.4,0.7
Cc1ccc(NC(=O)c2c(Cl)n(C)c3ccccc23)cc1,6.7,0.1,-0.1,9.9,2.0,-0.1,.,1.6,.
CC(C)(Nc1ccccc1)C(=O)c1ccccc1,12.3,-0.2,-0.3,0.5,-0.4,0.0,0.1,2.2,1.1
N=C(N)SCc1cn2ccccc2n1,10.3,0.2,-0.3,-4.5,-1.6,-0.9,.,0.5,.
Cc1cc(C)cc(OCC(=O)N2CCCCCC2)c1,6.3,-0.6,-2.0,5.9,-0.2,-1.5,-0.7,-1.0,.
Cc1cccc2c(N)c3c(nc12)CCCC3 (tested in a mixture with another compound),2.5,6.0,i,-4.5,-0.7,-0.2,2.3,.,-0.8
CC(=O)Nc1ccc(S(=O)(=O)NNC(=O)c2sc(=S)n(C)c2C)cc1,24.9,-2.3,-6.2,4.5,-0.5,-0.7,-0.7,2.4,0.7
Cc1cc(S(=O)(=O)N2CCN(c3ccc(F)cc3)CC2)ccc1-n1cnnn1,-6.1,-1.7,-0.2,6.9,0.1,-0.9,-0.3,3.5,0.6
COc1ccc(/C=C(\C#N)C(=O)OCC(=O)NCc2ccccc2)cc1,9.2,-4.5,-0.2,1.6,-1.9,-0.4,-0.9,0.9,-3.0
Cc1ccc(-c2nn(-c3ccccc3)cc2/C=N/NC(=O)c2ccc(Br)o2)cc1,6.0,8.8,i,-7.8,0.7,-0.6,0.2,-0.3,.
Cc1cc(/C=C2/C(=N)N3C(c4ccccc4)=CSC3=NC2=O)c(C)n1-c1ccc(Cl)cc1,17.5,2.0,-0.4,-6.9,-0.3,-1.5,-2.9,.,1.9
CC(=O)/C=C\c1ccc(OC(=O)c2cccnc2)cc1,17.1,-0.2,-0.3,2.8,2.8,-3.9,-0.2,1.8,1.3
COc1ccc(S(=O)(=O)N2CCC(C(N)=O)CC2)c2ccccc12,10.8,-2.6,i,-2.4,-0.7,-1.1,-3.8,2.6,.
CCOc1ccc(-c2c(C(=O)N/N=C/c3ccncc3)nnn2-c2nonc2N)cc1,10.4,-0.3,-2.5,-13.6,0.1,-7.8,1.4,2.2,0.5
CC(C)(C)c1ccc(C(=O)NC(CC(=O)O)c2ccc(OC3CCCC3)cc2)cc1 (configuration not stated),-1.9,0.5,-0.4,23.5,2.9,-1.4,4.0,1.7,1.6
O=C1NCCc2c1[nH]c1ccc([N+](=O)[O-])cc21,8.1,-1.3,-0.1,4.2,0.0,-1.7,.,-5.5,-1.3
COc1ccc(CN2CCN(Cc3ccccc3F)CC2)cc1,2.0,4.9,i,-1.9,1.1,1.6,-3.0,-0.3,1.0
CC1CCN(C(=O)/C=C/c2ccc(C(C)(C)C)cc2)CC1,-14.8,-3.9,-0.3,10.0,1.0,-2.3,1.3,1.0,2.4
CN(Cc1ccccc1)C(=S)Nc1cccnc1,-5.7,3.5,i,4.9,-1.4,-4.2,.,-0.7,-1.1
Cc1ccccc1NS(=O)(=O)c1ccc(Cl)cc1,-0.3,-0.3,-0.3,10.5,3.9,0.0,.,-0.5,5.0
COCc1nnc(NS(=O)(=O)c2c(C)cc(C)cc2C)s1,0.6,-4.8,1.4,-6.7,17.6,-2.9,-1.5,1.9,.
Cc1ccc(C)c2[nH]c(=O)c(CN(Cc3ccco3)C(=O)Nc3ccccc3)cc12,20.4,0.6,-0.3,24.9,1.5,-0.5,.,2.0,.
CC(=C1C2C=CC1C1C(=O)NC(=O)C21)c1ccccc1 (configuration not stated),-12.6,2.1,-0.4,7.4,0.0,-2.8,1.7,-3.8,.
O=C(Nc1cc(Cl)ccc1N1CCOCC1)c1ccc2c(c1)OCO2,5.4,-0.6,i,5.0,.,-5.4,-0.3,.,2.3
CC(C)c1ccc(C(=O)Nc2ccc(CN3CCOCC3)cc2)cc1,4.0,69.0*,i,11.1,0.9,0.0,-0.7,-2.7,1.1
COc1ccc(-c2nc3ccccc3nc2-c2ccc(OC)c(OC)c2)cc1OC,-8.4,-3.6,i,27.5,-0.6,-2.8,14.2,0.3,1.4

# Some of these compounds in order of molar mass, rising:
SMILES,GDH-TPI counter,Mtb FBA inh,Vc quorum ag,Yp Topo-I inh,PfHsp40 yeast,FadD28 binding,Mtb BioA inh,UGM FP inh,TcdB inh
N=C(N)SCc1cn2ccccc2n1,10.3,0.2,-0.3,-4.5,-1.6,-0.9,.,0.5,.
Cc1cc(C)cc(OCC(=O)N2CCCCCC2)c1,6.3,-0.6,-2.0,5.9,-0.2,-1.5,-0.7,-1.0,.
Cc1ccccc1NS(=O)(=O)c1ccc(Cl)cc1,-0.3,-0.3,-0.3,10.5,3.9,0.0,.,-0.5,5.0
N#CC(C#N)=NNc1ccc(-n2ccc(C(F)(F)F)n2)cc1,13.8,-2.0,-0.7,-7.7,186.0*,-2.7,3.5,1.8,-2.0
O=[N+]([O-])c1ccc(N2CCN(Cc3cccc([N+](=O)[O-])c3)CC2)cc1,13.0,-2.5,-0.3,-1.5,-1.0,0.1,2.4,0.1,1.9
N/C(Cc1cccc2ccccc12)=N\OC(=O)c1ccc2c(c1)OCO2,-2.8,0.4,-0.4,0.3,1.3,-4.5,-0.4,2.1,2.2
COc1ccc(/C=C(\C#N)C(=O)OCC(=O)NCc2ccccc2)cc1,9.2,-4.5,-0.2,1.6,-1.9,-0.4,-0.9,0.9,-3.0
Cc1cc(S(=O)(=O)N2CCN(c3ccc(F)cc3)CC2)ccc1-n1cnnn1,-6.1,-1.7,-0.2,6.9,0.1,-0.9,-0.3,3.5,0.6
CCOc1ccc(N(CC(=O)N2CCOCC2)S(=O)(=O)c2ccc(Cl)cc2)cc1,-1.5,21.4,-0.3,17.4,-1.7,0.2,1.6,1.0,-0.3
CC1(C)S[C@@H]2[C@H](NC(=O)COc3ccccc3)C(=O)N2C1C(=O)OCC1CCCCC1 (some centres not stated),0.0,-0.5,i,9.0,4.0,-0.6,-0.9,-3.8,-0.5
Cc1ccc(-c2nn(-c3ccccc3)cc2/C=N/NC(=O)c2ccc(Br)o2)cc1,6.0,8.8,i,-7.8,0.7,-0.6,0.2,-0.3,.
O=C(CCCN1C(=O)/C(=C/c2ccccc2Cl)SC1=S)NCCCN1CCOCC1,7.1,-0.8,5.3,1.1,-0.4,-4.0,0.3,-1.6,0.5
Cc1ccc(-c2nn(-c3ccccc3)cc2C=C2SC(=S)N(CCS(=O)(=O)O)C2=O)cc1,14.7,-2.0,-0.2,-0.3,.,-0.8,-1.9,.,-1.0

# Record cards (already shown):
# Results for `CN(Cc1ccccc1)C(=S)Nc1cccnc1` → GDH-TPI counter = -5.7; Mtb FBA inh = 3.5; Vc quorum ag = i; Yp Topo-I inh = 4.9; PfHsp40 yeast = -1.4; FadD28 binding = -4.2; Mtb BioA inh = .; UGM FP inh = -0.7; TcdB inh = -1.1
# Results for `Cc1ccccc1NS(=O)(=O)c1ccc(Cl)cc1` → GDH-TPI counter = -0.3; Mtb FBA inh = -0.3; Vc quorum ag = -0.3; Yp Topo-I inh = 10.5; PfHsp40 yeast = 3.9; FadD28 binding = 0.0; Mtb BioA inh = .; UGM FP inh = -0.5; TcdB inh = 5.0

# (listing goes on)
SMILES,GDH-TPI counter,Mtb FBA inh,Vc quorum ag,Yp Topo-I inh,PfHsp40 yeast,FadD28 binding,Mtb BioA inh,UGM FP inh,TcdB inh
CCOc1ccccc1N1CC(C(=O)Nc2ccccc2N2CCCC2)CC1=O (configuration not stated),-1.7,-0.3,-0.7,-6.7,-0.4,-2.6,-0.1,-0.2,1.5
Cc1c(NC(=S)NNC(=O)CCC(=O)O)c(=O)n(-c2ccccc2)n1C,-3.4,-4.4,-0.1,-12.0,0.3,-2.5,-0.4,-1.6,0.5
CC(C)c1ccc(N(C(=O)C(F)(F)F)C(C(=O)NC2CCCCC2)c2ccncc2)cc1 (configuration not stated),10.9,10.2,-6.2,2.4,-1.4,1.8,-1.1,-4.7,-1.3
CCOc1ccc(C(=O)N2CCN=C2SC)cc1OCC,-5.9,-1.0,-1.0,14.0,-0.4,0.3,-0.6,-1.0,.
